aSyn 5UTR inh = 5' untranslated region of α-synuclein, MLPCN primary screen; alpha-synuclein 5'UTR reporter, inhibitor activity; 300,000 tested, 0.82% active; inhibition, % (tested at 7.5 µM); in the data active means inhibition above about 60%; inconclusive means no clear call, values can overlap the other calls;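 further: H4 neuroglioblastoma cells stably carrying SNCA 5'UTR luciferase fusion; 0% = DMSO wells and 100% = positive control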
SKKanGAS inh = SKKanGAS growth inhibition | S. pyogenes SKKanGAS, kanamycin growth, BacTiter-Glo, 6 h | inhibition, % at 7.5 µM | 300,000 tested, 1.3% active;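 active means mean replicate score, as percent of positive control median, at least 50; inconclusive means mean below 50 but one replicate at or above 50; inactive means mean and every replicate below 50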;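 further: strain carries kanamycin resistance gene driven by streptokinase promoter and grows in 40 µg/ml kanamycin; loss of luminescence reflects streptokinase promoter inhibition or plain growth inhibition; 0% = median of DMSO wells and 100% = positive control at its reference dose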
AI-2 QS mod = modulators of Vibrio harveyi AI-2 quorum sensing system. 300,000 tested, 0.4% active. Vibrio harveyi JMH597 AI-2 luminescence/OD600 ratio, 9 h; active compounds read low; strain lacks LuxN and CqsS sensors; 0 = neutral-control median. activity change, % at 7.5 µM; in the data active means activity change below about -75%, passing the limit was not always enough; inconclusive means no clear call, values can overlap the other calls;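 further: luminescence divided by OD600 gain over 9 h not by final OD600 alone; inactives centre near 13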
KLF5 inhibitor = kruppel-like factor 5 inhibition; 290,000 tested, 0.23% active; DLD-1 KLF5 promoter-luciferase reporter, luminescence; inhibition, % at 5 µM;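 active means inhibition above a per-plate limit of that plate's mean compound inhibition plus 3 SD, cut at about 60% in these data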;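 further: 0% = DMSO wells and 100% = LY294002 at 200 µM; higher means less KLF5 promoter-driven luciferase light; inactives centre near -14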
HSF1 inhib = HSF1 inhibition. AID 2098. NIH3T3-HGL HSE-luciferase, MG132-induced, luminescence 8 h; active compounds read low. 300,000 tested, 0.77% active. activity change, negative = inhibition, % at 7.5 µM (by protocol);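 active means more than half of replicate wells show activity change below -50%, luminescence cut by over half; inconclusive means some wells, but at most half, below -50%; inactive means no replicate well below -50%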;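 further: luciferase reports HSF-1 transcriptional activity via heat shock element; 0% = median of DMSO wells and -100% = zero luminescence signal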
HSP90 inh = HSP90 refolding inhibition in rabbit reticulocyte lysate; luciferase refolding luminescence, 3 h; inhibition, % at 5.6 µM; 290,000 tested, 0.91% active; AID 1789;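 active means inhibition above the screen-wide mean plus 3 SD, computed separately per campaign, cut at about 16% in these data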;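 further: 0% = DMSO wells and 100% = 60 µM geldanamycin wells; inhibitors lower the luminescence because luciferase stays unfolded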
HSF-1 act = increases HSF-1 driven luciferase reporter signal; activation, % at 9 µM; 300,000 tested, 1.7% active; NIH3T3-HGL HSF-1 luciferase reporter, MG132, 8 h; 100% = twice DMSO control signal;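 active means mean replicate activation of at least 50% with a set share of replicates each reaching 50%; inconclusive means only one of those two conditions met; inactive means mean below 50% and too few replicates reaching it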;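 further: 0% = median of the neutral control wells and 100% = twice that signal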
IEC-6 cytotox = IEC-6 cytotoxicity, counter-screen for KLF5 inhibitors; luminescence viability; inhibition, % at 5 µM; 290,000 tested, 0.78% active; in the data active means inhibition above about 22%;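 further: 0% = plate median of test compound wells and 100% = cytotoxic reference compound wells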
Platelet DG rel = modulates dense granule release in human platelets. human platelet-rich plasma, SFLLRN dense granule ATP release, luminescence. 300,000 tested, 0.22% active. inhibition, %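 (compounds screened at 7.5 µM in platelet-rich plasma)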. AID 1663;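 active means mean replicate score, as percent of positive control, at or above 50; inconclusive means mean below 50 but at least one replicate at or above 50; inactive means mean and every replicate below 50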
HIF act = HIF pathway transcriptional activation | U2OS HRE-luciferase reporter, luminescence; normalized: DMSO 0%, desferrioxamine 100% | activation, % at 7.5 µM (by protocol) | 300,000 tested, 0.32% active | AID 1910;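 active means mean activation of at least 10% of the iron chelator positive control signal, with at least half of replicates also reaching 10%; inconclusive means mean and replicate majority disagree about reaching 10%; inactive means mean and most replicates under 10%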
Starred values were filed as active, the others as inactive; ? = inconclusive; . = not tested or not shown.

Structure	aSyn 5UTR inh	SKKanGAS inh	AI-2 QS mod	KLF5 inhibitor	HSF1 inhib	HSP90 inh	HSF-1 act	IEC-6 cytotox	Platelet DG rel	HIF act
O=C(Nc1cccnc1)c1cc(-c2cccc(Br)c2)nc2ccccc12	-6.1	15.5	7.4	-30.4	21.0	3.2	16.8	4.7	-6.9	0.1
Cc1[nH]ncc1-c1nc2ccccc2[nH]1	-5.1	-6.2	18.8	-17.4	2.7	-0.2	-15.4	-1.7	-9.4	0.3
CCOC(=O)N1CCN(Cc2nc3c(c(=O)n(C)c(=O)n3C)n2Cc2ccccc2)CC1	12.0	0.3	24.3	-0.9	-45.2	57.6*	-55.9	4.6	-0.9	0.0
Cc1ccc(NC(=S)N2CCN(c3ncccn3)CC2)c(C)c1	1.0	-4.4	13.1	9.4	-7.5	1.7	-13.6	-2.0	-19.4	-0.7
Cn1ncc(Cl)c(Oc2ccc(Cl)cc2)c1=O	-72.6	2.2	20.4	-51.1	5.3	-7.7	44.5	-11.9	2.6	-0.7
Cc1ccc(Cn2c(CCCO)nc3ccccc32)cc1	-7.5	0.2	10.0	-22.8	4.0	0.1	6.5	-7.0	-2.5	1.0
Cc1[nH][nH]c(=O)c1C(c1cc(Br)ccc1O)c1c(C)[nH][nH]c1=O	4.3	-5.0	6.0	4.1	10.8	2.0	-1.3	1.4	-4.3	-0.5
CCCN1CCN(C(=O)Nc2ccc(C(=O)OCC)cc2)CC1	-33.5	0.5	19.0	-59.0	-9.9	2.8	-4.0	0.6	1.6	0.3
COCCN(CCOC)Cc1cc(=O)oc2cc3c(cc12)CCC3	-4.3	-4.4	8.5	-18.5	3.5	1.1	-3.3	2.7	-3.9	0.1
Cc1cc(NS(=O)(=O)c2ccc(NC(=O)CSc3nc4sc(C)c(C)c4c(=O)[nH]3)cc2)no1	4.8	54.4*	15.3	-49.0	-1.2	-1.0	-4.2	-1.6	0.4	-0.2
O=C(c1ccccc1)c1ccc(-c2ccc(O)cc2)cc1	-251.1	39.2	-7.3	11.7	18.0	-3.1	41.7	-2.2	3.9	2.7
COc1ccc(-c2nc3cccc(C)n3c2NCC2CCCO2)cc1O (stereo not given)	-99.4	0.6	1.4	-47.5	12.6	0.6	-13.4	-0.2	4.3	3.2
Cc1cc(-c2nn(-c3ccccc3F)cc2CN2CCCC(CO)C2)c(C)s1 (stereo not given)	-20.1	2.5	4.6	-9.5	6.7	1.2	14.7	-3.7	14.9	-0.2
CCCOc1ccc(N2C(=O)CC(NCc3cccs3)C2=O)cc1 (stereo not given)	10.6	-4.7	-0.6	-2.9	-4.4	2.5	-11.5	-1.1	-26.4	-0.2
CC(=O)/C(N=Nc1nc2c([nH]1)c(=O)n(C)c(=O)n2C)=C(\C)O	-2.1	-0.3	-11.8	1.5	-6.2	1.0	10.5	-5.9	-10.1	-0.4
COc1ccc2c(c1)c(CCNNC(=O)C(C)(C)C)c(C)n2C(=O)c1ccc(Cl)cc1	-34.4	9.2	10.4	.	6.3	.	0.2	.	0.3	-0.9
COc1ccccc1CN1CCC(n2nccc2NC(=O)c2ccccc2Cl)CC1	-6.3	-3.3	11.8	-10.2	-0.8	6.7	-10.0	-1.6	10.0	-0.8
CC(=O)N1C(=O)NC(c2ccccc2)=C([N+](=O)[O-])C1c1ccccc1 (stereo not given)	1.2	3.7	9.0	6.3	9.5	-0.6	6.2	6.9	10.6	0.6
COc1ccccc1CNC(=O)C1CCCN(S(=O)(=O)c2ccc3c(c2)C(C)(C)C(=O)N3C)C1 (stereo not given)	-5.2	-3.0	-20.0	-20.2	-1.8	-0.5	13.8	-7.1	3.3	0.1
CCn1c(C2CC(=O)N(c3ccc(C)c(C)c3)C2)nc2ccccc21 (stereo not given)	19.9	-2.0	-13.8	5.5	0.7	-2.9	-10.5	-0.9	-0.8	-0.1
Cn1c(C(=O)N2CCCC(C(=O)NCc3ccccc3)C2)cc2sccc21 (stereo not given)	11.1	1.8	20.7	-21.9	-4.8	-0.7	-1.4	-3.6	7.8	-0.1
COc1ccccc1NC(=O)Cn1cnc2c(cnn2-c2ccccc2)c1=O	-12.1	-2.6	14.1	8.0	4.5	4.2	5.8	2.3	-0.4	-0.1
Cc1ccc(-n2[nH]c(C)c(/C=N/Nc3ccc([N+](=O)[O-])cc3[N+](=O)[O-])c2=O)cc1C	8.3	28.8	14.0	4.4	3.1	7.2	15.5	5.4	-5.0	.
CN(C)CCCNC1CS(=O)(=O)CC1O (stereo not given)	9.1	2.3	3.8	-29.0	-1.1	-0.4	-8.9	3.5	3.0	0.0
O=C(Nc1cccc(F)c1)C1CCCN(S(=O)(=O)c2ccccc2)C1 (stereo not given)	-8.0	-10.4	0.2	-12.4	-2.4	-0.4	-7.5	0.7	-13.2	-0.1
Cc1ccc(O)c(-c2cc(C(=O)NCc3ccc4c(c3)OCO4)[nH]n2)c1	-18.6	-4.8	-57.6	-3.5	22.3	2.4	48.6	-2.2	-9.4	.
COc1ccccc1CNC(=O)[C@H](C)N1C(=O)N2CCc3c([nH]c4ccccc34)[C@@]2(C)C1=O	12.8	0.9	28.4	-10.2	1.5	-1.3	-0.1	-1.3	2.6	-0.3
Cc1csc(=O)n1CC(=O)OC(C)C(=O)Nc1ccc(F)c(F)c1F (stereo not given)	-0.7	-4.6	-5.5	.	-2.9	.	-7.0	.	9.2	0.0
COCCn1c(SCC(=O)Nc2ccc(F)cc2)nc2ccccc2c1=O	-14.5	-3.6	-0.6	-7.2	5.6	2.3	12.9	3.9	-11.8	3.4
COc1ccc(C(C)=O)cc1CSc1nnc(Nc2ccc(C)cc2C)s1	17.9	11.6	24.0	-10.8	6.3	2.8	9.1	-4.2	-4.8	-0.2
COc1cccc(-n2ccn(CC(=O)NCCc3ccccc3)c(=O)c2=O)c1	11.3	8.5	11.1	-21.5	-4.0	-0.4	10.1	-3.2	-47.0	0.1
CNC(=S)NNC(=O)c1c(C)nc2cc(C)ccn12	4.7	9.7	10.2	-18.2	3.1	-1.4	7.3	3.7	1.0	-0.2
Cc1ccc(C(=O)Nc2ccc3cn[nH]c3c2)cc1S(=O)(=O)N1CCCCC1	-111.0	8.0	14.2	-106.1	12.1	2.0	16.4	2.1	-2.1	2.6
Cc1[nH][nH]c(=O)c1C(c1ccc(-c2cccc(C(=O)O)c2)o1)c1c(C)[nH][nH]c1=O	-27.7	6.9	21.4	-170.8	11.4	5.3	22.2	-14.2	-1.7	-0.1
CC1(C)OC(=O)C(=CNNc2c(Cl)cc(Cl)cc2Cl)C(=O)O1	-6.8	-2.7	0.4	-22.9	16.9	-3.0	8.2	-9.8	-9.9	-0.2
Oc1cc(OCc2ccccc2)ccc1-c1[nH]ncc1-c1ccccc1	1.6	73.1*	-29.5	0.3	1.8	-1.6	-9.5	-0.5	1.4	-0.3
COc1cccc(OC)c1C(=O)NC(=O)Nc1c(F)c(F)c(F)c(F)c1F	8.4	10.7	20.8	-14.5	-8.3	-3.5	-2.4	-2.7	-3.2	-0.1
Cc1cc(=O)n(-c2ccc3ccccc3n2)[nH]1	-50.5	2.3	13.8	-9.1	-3.7	4.1	20.6	2.6	6.6	1.7
Cc1ccc2cccc(NC3OC(=O)c4ccccc43)c2n1 (stereo not given)	18.2	-2.7	21.4	-50.0	-0.4	6.0	-14.5	0.7	-35.5	-1.4
CCOC(=O)c1c(C)oc2c1c1c(c3ccccc32)OCN(Cc2ccccn2)C1	-101.5	19.7	3.9	-14.3	57.8	6.1	?	13.3	-0.5	0.2
COc1ccc(C)cc1NC(=O)CCN1CCN(c2ccccc2)CC1	3.0	0.7	7.0	-38.3	0.3	-1.0	0.0	-2.6	0.4	0.5
Cc1cc(C)c2c(n1)sc1c(=O)n(-c3ccccc3)c(=O)[nH]c12	0.8	1.8	10.4	-2.8	-4.7	2.3	-7.3	0.3	-31.3	-1.7
CCOC(=O)N1CCN(CC(=O)Nc2c(C(=O)OC)[nH]c3cccc(Cl)c23)CC1	26.4	-3.2	8.9	-1.3	3.7	0.9	20.9	-0.6	2.0	-0.3
COc1ccccc1NC(=O)c1cc(OC)c(OC)cc1[N+](=O)[O-]	-8.7	-8.8	18.9	-11.4	4.5	-2.4	9.4	0.7	0.3	-0.1
O=C1C(C2=NC(c3ccccn3)C3C(=O)N(c4ccc(Cl)cc4Cl)C(=O)C23)=C(O)c2ccccc21 (stereo not given)	-17.7	6.9	12.9	-32.3	-26.7	0.2	-44.6	-8.3	-5.9	0.0
CC(=O)Oc1cc2c(C(C)=O)coc2c2ccccc12	-40.5	-12.8	10.8	-1.4	2.6	-0.9	1.2	-1.0	-0.7	2.3
CC(=O)Nc1ccc(NC(=O)CN(c2ccc(C34CC5CC(CC(C5)C3)C4)cc2)S(C)(=O)=O)cc1	13.7	-3.8	16.4	-32.3	12.5	-3.9	-2.0	3.3	8.6	0.1
CCC(=O)Nc1ccc(C(=O)OCc2ccccc2)cc1	-29.0	-3.3	-63.2	-18.9	12.4	-2.8	19.8	10.4	1.4	1.4
CCC(=O)Nc1c2c(nn1-c1ccc(F)cc1)CS(=O)C2 (stereo not given)	17.7	-6.0	13.3	-7.8	-2.5	-0.9	2.7	-8.6	16.2	-0.3
CCOC(=O)/C(=N/Nc1ccc(Cl)cc1)S(=O)(=O)c1ccccc1	-32.5	-5.4	13.5	-11.2	.	1.5	.	6.7	-5.5	0.5

New compounds follow.
Structure	aSyn 5UTR inh	SKKanGAS inh	AI-2 QS mod	KLF5 inhibitor	HSF1 inhib	HSP90 inh	HSF-1 act	IEC-6 cytotox	Platelet DG rel	HIF act
CC(=O)Oc1c(C)c(OC(C)=O)c2c(c1C(C)=O)OC1CC(=O)C(C(C)=O)=C(O)C21C (stereo not given)	-20.6	14.3	36.7	-10.7	4.8	-0.8	24.8	4.7	2.0	-17.4
Cc1cc2nc(/C=C/c3nc4cc(C)c(C)cc4[nH]3)[nH]c2cc1C	-9.1	-0.2	19.8	-13.2	3.6	1.1	-15.3	-1.1	-9.1	-4.7
Cc1ccccc1NC(=S)NNC(=O)c1cccc(Br)c1	-55.2	-4.9	24.2	-37.7	9.1	-0.9	15.6	-6.1	-4.7	1.0
c1cc2c3c(cccc3c1)C(N1CCCCCC1)=N2	-34.4	2.0	15.2	-6.8	1.2	2.6	12.6	7.0	6.0	-0.4
CCOCc1c(C(=O)OCC(=O)Nc2ccc(C)c(S(=O)(=O)N(C)C)c2)oc2ccccc12	20.7	10.2	30.0	-8.6	3.9	0.0	7.0	5.5	-0.9	-0.4
COc1cc([N+](=O)[O-])ccc1NC(=O)CCS(=O)(=O)c1ccc2c(c1)n(C)c(=O)c(=O)n2C	-12.2	-4.7	20.0	-3.0	1.5	-4.2	1.2	-11.5	9.3	1.2
